TCR CD3 inh = blocks the human TCR-CD3 interaction | TAMRA-labeled TCR probe fluorescence, biochemical | inhibition, % at 9.4 µM | 0.37% of 360,000 active; in the data active means inhibition above about 19%;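 further: recombinant mutant TCR 2C K166C tagged with TAMRA read by polarization; 0% = receptor in buffer alone and 100% = receptor with positive control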
KLK7 zymogen act = proKLK7 (human) activation, primary screen; P49862; purified proKLK7, EDANS-DABCYL substrate fluorescence; 100% is mature enzyme control, 0% vehicle; activation, % at 7 µM; 0.9% of 370,000 active; AID 652039;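 active means activation above the mean of all tested compounds plus 3 SD, computed per campaign excluding outliers beyond control limits, cut at about 13% in these data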
Target sequence (P49862 whole entry, looked up): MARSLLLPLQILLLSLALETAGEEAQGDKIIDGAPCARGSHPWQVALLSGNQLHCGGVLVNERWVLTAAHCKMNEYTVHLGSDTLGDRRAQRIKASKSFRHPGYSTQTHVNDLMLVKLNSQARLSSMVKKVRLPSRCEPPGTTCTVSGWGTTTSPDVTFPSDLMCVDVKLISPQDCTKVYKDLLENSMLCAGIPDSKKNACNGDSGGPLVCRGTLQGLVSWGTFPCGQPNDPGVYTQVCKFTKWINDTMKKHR
PRMT1 FP inh = inhibitors of human PRMT1 | 1.3% of 370,000 active | inhibition, % at 2.79 µM | recombinant PRMT1, activity-based probe fluorescence polarization;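 active means inhibition above about 21% made by adding two undisclosed values, limit read from the data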
UHRF1 MBD2 ctr = UHRF1 methyl-DNA binding inhibition | Q96T88 | UHRF1 binding to methylated oligo, TR-FRET | inhibition, % at 4.4 µM | 0.75% of 370,000 active | AID 687016; in the data active means inhibition above about 21%;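 further: UHRF1 SRA domain binding a hemimethylated CpG hairpin DNA probe; 0% = median of test compound wells and 100% = reference inhibitor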
MBD2 DNA inh = blocks human MBD2 binding to methylated DNA; Q9UBB5; inhibition, % at 4.4 µM; 0.31% of 370,000 active; TR-FRET, MBD2 binding to methylated oligonucleotide; in the data active means inhibition above about 13%
Tn6 DDE FP = DD(E)-Tn6 binding inhibition, primary FP screen. P02675. Fibrin DD(E) TRITC-Tn6 fluorescence polarization displacement. inhibition, % at 8.3 µM. 0.21% of 370,000 active. AID 720509;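 active means inhibition above a per-campaign cutoff: mean of compounds within control limits plus 3 SD, cut at about 15% in these data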;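 further: 0% = median of all compound wells on the plate and 100% = blocking peptide control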
Target sequence (P02675 whole entry, looked up): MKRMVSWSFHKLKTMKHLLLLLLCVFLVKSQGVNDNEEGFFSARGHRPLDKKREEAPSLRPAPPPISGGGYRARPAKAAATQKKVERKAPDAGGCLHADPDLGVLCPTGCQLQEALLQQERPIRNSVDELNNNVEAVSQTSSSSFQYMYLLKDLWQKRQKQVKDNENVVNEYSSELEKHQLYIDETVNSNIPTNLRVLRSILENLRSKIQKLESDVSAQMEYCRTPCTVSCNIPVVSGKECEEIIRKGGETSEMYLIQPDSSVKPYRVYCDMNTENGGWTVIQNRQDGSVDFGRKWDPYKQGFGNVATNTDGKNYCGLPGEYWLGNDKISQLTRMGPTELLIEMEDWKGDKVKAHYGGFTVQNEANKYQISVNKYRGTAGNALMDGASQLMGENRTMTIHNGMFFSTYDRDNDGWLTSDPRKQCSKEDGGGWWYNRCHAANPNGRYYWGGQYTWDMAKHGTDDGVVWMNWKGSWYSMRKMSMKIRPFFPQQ
LEDGF integ inh = blocks HIV-1 LEDGF/p75-dependent DNA integration. inhibition, % at 3.7 µM. 0.64% of 370,000 active. TR-FRET IN-LEDGF/p75 DNA integration, Eu/Cy5. AID 743269;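 active means inhibition above the screen-wide mean plus 3 SD, cut at about 13% in these data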;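 further: signal is the Cy5 over europium emission ratio at 671 and 618 nm; 0% = plate median of compound wells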
DDE Tn7 FP inh = DD(E)-Tn7 binding inhibition, primary FP screen; FP displacement of FITC-Tn7 peptide from fibrin DD(E); 0% = median of compound wells per plate; P02675; AID 720508; 0.13% of 370,000 active; inhibition, % at 8.3 µM;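 active means inhibition above the mean of compounds falling within the control limits plus 3 SD of them, cut at about 14% in these data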;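 further: 0% = plate median of compound wells and 100% = 10 µM Aha-Tn7 peptide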
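Measure: % inhibition scaled between sample-field median and high-control FP; Test system: human fibrin DD(E); Quantity: 2 µM final DD(E) protein; Doses: one dose, 8.3 µM nominal; Schedule: compound with protein 10 min, then 3 h after probe, room temperature; Detection: fluorescence polarization; Medium: Tris buffer with calcium and detergent, pH 7.8.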
SIAE primary = blocks human sialic acid acetylesterase; 0.69% of 370,000 active; Q9HAT2; SIAE FP-Rh probe binding, fluorescence polarization; AID 1053197; inhibition, % at 9.66 µM;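 active means inhibition above a cutoff: mean of compounds within the control limits plus 3 SD of those, cut at about 17% in these data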;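 further: 0% = plate median of compound wells and 100% = probe without SIAE protein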
TDP2 absorb = blocks human TDP2 phosphodiesterase activity; O95551; recombinant TDP2, T5PNP hydrolysis, p-nitrophenol absorbance 415 nm; inhibition, % at 12.8 µM; 0.34% of 370,000 active; AID 720702;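 active means inhibition above the mean of all tested compounds plus 3 SD, set per campaign, cut at about 25% in these data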;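 further: 0% = DMSO with enzyme and 100% = buffer with substrate but no TDP2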
Target sequence (O95551 whole entry, looked up): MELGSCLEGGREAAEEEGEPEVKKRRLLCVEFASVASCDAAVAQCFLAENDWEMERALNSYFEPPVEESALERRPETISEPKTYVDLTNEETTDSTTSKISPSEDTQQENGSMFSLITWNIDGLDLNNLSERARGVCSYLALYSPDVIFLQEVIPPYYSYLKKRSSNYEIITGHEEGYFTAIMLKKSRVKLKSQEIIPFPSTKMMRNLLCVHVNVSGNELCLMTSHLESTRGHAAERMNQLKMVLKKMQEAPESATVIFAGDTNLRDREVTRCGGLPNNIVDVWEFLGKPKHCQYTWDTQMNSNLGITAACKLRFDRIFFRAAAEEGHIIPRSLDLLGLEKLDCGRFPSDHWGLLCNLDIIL
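System: recombinant human TDP2 / Amount: 120 nM TDP2 per well / Also added: 5 mM T5PNP chromogenic substrate / Doses: 12.8 µM single point, 1% DMSO / Incubation: 2 h at 37 °C / Detection: p-Nitrophenol epi absorbance / Evaluation: % inhibition relative to enzyme-containing and enzyme-free wells / Repeats: singlicate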
Starred values were filed as active, the others as inactive; . = not tested or not shown.

Screens in order: TCR CD3 inh	KLK7 zymogen act	PRMT1 FP inh	UHRF1 MBD2 ctr	MBD2 DNA inh	Tn6 DDE FP	LEDGF integ inh	DDE Tn7 FP inh	SIAE primary	TDP2 absorb
COc1ccc(C/C(N)=N/OC(=O)c2ccco2)cc1OC
  1	0.0	6	-15	-19	0	-2	0	-2	4
C[C@H](CO)N1C[C@H](C)[C@@H](CN(C)S(C)(=O)=O)Oc2c(NC(=O)C3CC3)cccc2C1=O
  6	0.0	0	0	0	-5	4	-3	-1	-3
COc1cc2c(cc1NC(=O)COC(=O)C(CCSC)NC(=O)c1ccccc1Cl)oc1ccccc12 (stereo unspecified)
  -6	-0.1	-2	-3	1	2	0	-1	-14	-1
COc1ccc(S(=O)(=O)NC(=O)C2(C)CCN2C(=O)C2(c3ccccc3)CC2)cc1 (stereo unspecified)
  -4	-0.1	-3	-1	-2	7	-1	3	3	3
Cc1nnc(SCC(=O)N/N=C/c2cn(-c3ccccc3)nc2-c2ccc(F)cc2)n1-c1ccccc1
  2	0.7	-2	-2	1	-3	0	5	2	8
COCCN(C(=O)COC(=O)c1ccc2ccccc2c1)c1c(N)n(Cc2ccccc2)c(=O)[nH]c1=O
  -5	-0.1	6	3	4	-7	1	6	-9	-3
CCOC(=O)C(C)c1c(C(=O)c2ccc(C)nc2)c2ccccc2n1C (stereo unspecified)
  -14	2.5	-1	4	-4	5	2	-5	-1	-21
O=C(COC(=O)CCc1nc2ccccc2c(=O)[nH]1)Nc1c(Cl)cccc1C(F)(F)F
  -3	-0.8	3	4	1	-4	-6	12	-3	57*
O=C(Cn1cnc2cc([N+](=O)[O-])ccc2c1=O)NC(=O)NCc1ccccc1
  6	0.1	0	-1	2	-4	3	1	-3	12
COc1ccc(CN2C(=O)C(CC(=O)NCCc3ccccn3)CC(C(=O)N3CCOCC3)=C2C)cc1 (stereo unspecified)
  -7	-1.1	2	2	1	-1	1	0	-1	7
Cc1ccc(CCNC(=O)C2CCC(=O)N2Cc2ccc(F)cc2)cc1 (stereo unspecified)
  2	-0.7	-2	1	1	12	2	7	-9	-19
c1ccc(COc2ccc(OCCCn3cncn3)cc2)cc1
  8	0.2	1	0	-6	-1	-2	4	3	10
O=C(CN1C(=O)CSC1=O)N1CCc2ccccc2C1
  7	-0.3	0	-6	-2	-5	0	0	-2	-5
Cc1cc(C(=O)N2CCCC(C(=O)c3cccc(C(F)(F)F)c3)C2)n[nH]1 (stereo unspecified)
  1	1.3	3	1	1	4	-2	5	3	8
Nc1c(NCCC2=CCCCC2)c(=O)[nH]c(=O)n1Cc1ccccc1
  -4	-1.9	9	-3	-1	-7	-2	-6	-6	-15
CC(C)CC(=O)Nc1ccc(C(=O)NNC(=S)NC(=O)C2CCCCC2)cc1
  0	-0.2	-1	-3	-1	7	1	-3	2	-12
COC(=O)c1cccc(CN2C(=O)SC(Nc3ccc(C)cc3)C2=O)c1 (stereo unspecified)
  1	0.2	-2	-2	-7	-1	8	0	5	-4
Cn1nccc1C(=O)Oc1ccc(/C=N/NC(=O)c2ccccc2O)cc1
  13	2.8	-1	0	2	-6	-1	9	7	-1
Cc1cc(-c2nnc(SCC(=O)c3ccc4c(c3)OCCO4)o2)no1
  0	0.0	-2	0	3	-1	4	-3	-1	4
COc1cccc(/C=N/n2c(COc3ccccc3)n[nH]c2=S)c1O
  17	-0.8	-1	0	4	5	-4	2	-5	-9

3 compounds already listed, arranged by the number in PRMT1 FP inh, falling.
mol	PRMT1 FP inh
COc1ccc(CN2C(=O)C(CC(=O)NCCc3ccccn3)CC(C(=O)N3CCOCC3)=C2C)cc1 (stereo unspecified)	2
c1ccc(COc2ccc(OCCCn3cncn3)cc2)cc1	1
Cc1cc(-c2nnc(SCC(=O)c3ccc4c(c3)OCCO4)o2)no1	-2

The results go on.
Screens in order: TCR CD3 inh	KLK7 zymogen act	PRMT1 FP inh	UHRF1 MBD2 ctr	MBD2 DNA inh	Tn6 DDE FP	LEDGF integ inh	DDE Tn7 FP inh	SIAE primary	TDP2 absorb
Cc1ccc(S(=O)(=O)CCC(=O)NCc2ccc(Cl)cc2)cc1
  6	0.0	-1	10	-1	-2	-4	-7	6	2
Cc1ccc(CNC(=O)CN(C(=O)C2(C)CC(=O)N=C3C=CC=CN32)c2ccc(F)cc2)cc1 (stereo unspecified)
  -4	5.6	1	2	-5	1	-4	7	-2	-4
Nc1cc2c(cc1C(=O)c1ccccc1F)OCCO2
  -2	0.9	0	-2	2	3	0	-3	-1	-1
COc1ccc(C(=O)N2CCOC2CNC(=O)C(=O)NCc2ccc(F)cc2)cc1 (stereo unspecified)
  10	-0.2	-2	-2	1	3	3	4	7	7
COc1ccccc1N1CCN(c2ncnc3c2oc2ccccc23)CC1
  -3	0.2	3	4	2	-8	-1	-3	0	7
Cc1ccc(NC(=O)CSc2nc(N)c3c4c(sc3n2)CSC(C)(C)C4)cc1
  -6	0.2	2	-1	5	0	-2	-4	-54	5
Cc1ccc(F)cc1C(=O)N1CCCC(c2cc(C(=O)NCc3ccc(F)cc3)no2)C1 (stereo unspecified)
  -3	0.2	1	-3	1	-4	1	-3	6	-3
CC(NC(=S)Nc1ccc(F)cc1)C(c1cccs1)N1CCOCC1 (stereo unspecified)
  6	-0.6	-3	2	3	2	3	3	3	-4
NS(=O)(=O)c1ccc(NC(=O)CSc2nc3ccccc3c(=O)n2-c2ccc(Br)cc2)cc1
  .	0.1	3	-1	-4	27*	-1	-3	-22	-10
CCOC(=O)c1nnc(-c2ccccc2)nc1NCc1ccccc1
  0	0.2	4	3	-4	6	-1	-1	4	-13
N#CC(C#N)=c1ccc2c(c1)N1C3=C(CCCC3)CC3CCCCC31N=2 (stereo unspecified)
  -8	-0.4	2	-1	-3	2	-2	-5	7	-3
O=C(NCc1ccco1)C(c1ccc(F)cc1)N(CC1CCCO1)C(=O)Cn1nnc2ccccc21 (stereo unspecified)
  -2	-0.5	-2	5	8	2	0	-4	7	-6
COc1ccc(C(C)(O)c2nc(-c3cnc4ccccc4c3)cs2)cc1 (stereo unspecified)
  4	0.6	-2	1	-6	7	0	4	-13	3
O=C(CCn1c(=O)[nH]c2ccsc2c1=O)NCCc1ccc(Cl)cc1
  -1	0.4	-2	1	2	5	1	-15	-3	-12
C[C@H](NC(=O)c1ccccc1Cl)C(=O)OC(C(=O)Nc1cc(C(F)(F)F)ccc1Cl)c1ccccc1 (stereo partly specified)
  -1	-0.2	1	-4	-2	-3	-1	-4	-8	4
CCN(CC(=O)N1CCC(C(N)=O)CC1)S(=O)(=O)c1ccc(Cl)cc1
  -4	-0.1	4	0	-2	4	-4	5	1	-7
CC(=O)Nc1ccc(OC(=O)Cc2ccc(Cl)cc2)cc1
  -7	0.4	-3	1	-1	-2	-1	-5	2	5
CC(C)(C)C(=O)NC(NC(=S)Nc1sc2c(c1C#N)CCCC2)C(Cl)(Cl)Cl (stereo unspecified)
  -14	0.8	20	3	-2	1	-3	6	-24	-8
COCCCNC(=O)Cn1c(=O)n(CCCCCC(=O)NCc2ccc3c(c2)OCO3)c(=O)c2sccc21
  -6	-0.3	-6	1	-5	0	4	-3	1	-8
CCCCC1CC1C(=O)Nc1ccc(OC)c(OC)c1 (stereo unspecified)
  2	0.2	-1	-2	2	0	-1	0	-1	-1

Following part
Screens in order: TCR CD3 inh	KLK7 zymogen act	PRMT1 FP inh	UHRF1 MBD2 ctr	MBD2 DNA inh	Tn6 DDE FP	LEDGF integ inh	DDE Tn7 FP inh	SIAE primary	TDP2 absorb
NC(=O)c1ccc(-c2ccc(Br)cc2)o1
  0	-0.2	1	2	-1	-10	0	-4	-5	11
Cn1c(=S)c2[nH]c(SCCN3CCCC3)nc2n(C)c1=O
  -7	1.7	15	-13	-4	-2	2	-1	10	10
COCCN(C(=O)COC(=O)c1cccnc1Cl)c1c(N)n(Cc2ccccc2)c(=O)[nH]c1=O
  3	-0.4	-2	0	-4	7	6	2	-6	2
COCCNc1nc(NCc2ccccc2F)c2sccc2n1
  -9	-0.9	4	3	6	1	-1	10	-5	-6
Cc1c(NC(=O)c2cc(-c3ccc(Cl)c(Cl)c3)on2)c(=O)n(-c2ccccc2)n1C
  -6	-0.8	-1	0	-3	-3	-3	-5	-8	-19
CC(=O)Nc1ccc(Nc2c([N+](=O)[O-])cc(S(C)(=O)=O)cc2[N+](=O)[O-])cc1
  5	0.5	-1	-11	-10	0	-2	-6	1	9
CC(C)(C)CC(=O)NCc1cccs1
  4	0.2	-3	2	-4	5	-4	0	4	16
COc1ccccc1NS(=O)(=O)c1ccc(-c2cnc(C3CC3)o2)cc1
  1	0.8	0	1	-3	6	2	-4	0	10
C/C(=N/NC(=O)c1ccncc1)c1ccc2c(c1)OCO2
  -1	0.2	1	2	0	-6	-3	5	5	-8
Cc1onc(-c2ccc(Cl)cc2Cl)c1-c1csc(N/N=C/c2ccccc2)n1
  10	3.6	-1	2	-6	-1	5	-2	0	12
O=C1c2cccc3c(N4CCCCC4)ccc(c23)C(=O)N1CCO
  4	1.7	40*	-18	-14	8	1	-3	-11	-4
Cc1ccc(CNS(=O)(=O)c2ccc3c(c2)N(C)CCO3)cc1
  -1	-0.2	5	4	2	4	-4	4	6	-11
COc1cc(NS(=O)(=O)c2cn(C)cn2)cc(OC)c1OC
  8	0.3	-3	0	0	10	2	3	7	1
Cc1ccc(-n2nc3c(c2NC(=O)c2c(F)cccc2Cl)CS(=O)(=O)C3)cc1C
  10	-0.3	2	-1	-5	11	1	-7	-4	6
S=c1[nH]nc(COc2ccccc2)n1/N=C/c1ccc(Cl)cc1Cl
  -6	-1.2	0	-2	1	0	-2	-5	3	13
O=C(NCCC1=CCCCC1)c1cccc2c1C(=O)N(C1CCCCC1)C2
  -4	0.5	-2	1	-1	5	1	9	-2	8
COc1ccc(OC)c(C2NC(=O)NC(C)=C2C(=O)OCc2ccccc2)c1 (stereo unspecified)
  -3	1.0	3	0	-3	2	-6	-2	-7	-6
CNc1c([N+](=O)[O-])cnn1-c1ccc(F)cc1
  0	-0.4	-3	0	-5	10	3	-2	6	-3
COc1cc2c(cc1OC)CC(C(=O)NCc1ccccc1)NC2 (stereo unspecified)
  7	-0.6	1	0	17*	-2	0	0	3	13
O=[N+]([O-])c1ccc(-n2cccn2)c(-c2nn[nH]n2)c1
  8	-0.4	2	0	-4	7	4	-5	9	-2

(cont.)
Screens in order: TCR CD3 inh	KLK7 zymogen act	PRMT1 FP inh	UHRF1 MBD2 ctr	MBD2 DNA inh	Tn6 DDE FP	LEDGF integ inh	DDE Tn7 FP inh	SIAE primary	TDP2 absorb
Cn1cnc2cc(NC(=O)COc3ccccc3)ccc21
  -10	-0.9	0	1	1	-1	-4	3	-1	-1
COC(=O)CSc1nc2[nH]ncc2c(=O)[nH]1
  -2	-0.4	-4	-2	-5	3	-1	7	7	5
CC(NC(=O)NC12CC3CC(CC(C3)C1)C2)c1ccc2c(c1)OCO2 (stereo unspecified)
  -6	0.3	-4	1	-3	3	3	-2	-4	-12
CC(C)N(C)c1ncnc2c1ncn2[C@H]1CN(Cc2cccnc2)C[C@@H](CO)O1
  3	-0.6	-2	-1	-6	-3	-1	-6	0	2

This is a random part of the collection, and some 4.6% of all compounds hit somewhere here.
